From PubChem
HEK293 NFkB inh: lowers PMA/ionomycin-induced NF-kB signal in HEK293 cells. 0.21% of 62,000 active. inhibition, % at 3 µM. HEK-293 NF-kB luciferase reporter, luminescence;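 active means inhibition above the mean of all tested compounds plus 3 SD, cut at about 40% in these data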;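 further: 0% = stimulated DMSO wells and 100% = 10 µM reference inhibitor 5653914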
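Reagent: PMA plus ionomycin mix as NF-kB-activating stimulus. Assay system: NF-kB luciferase reporter HEK-293 cells. Technique: luminescence from luciferase substrate reagent. Incubation: 1 h compound pre-incubation, 16 h PMA/ionomycin at 37 °C. Benchmarks: DMSO only as uninhibited control, 10 µM reference inhibitor as full inhibition. Repeats: tested once.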
SF-1 act: SF-1 (human) activation. 1.9% of 65,000 active. Q13285. CHO-K1 Gal4-SF-1 LBD luciferase reporter; % increase over DMSO SF-1-specific signal. activation, % at 10 µM;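 active means activation above the mean activation of all tested compounds plus 3 SD, cut at about 50% in these data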
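Test system: CHO-K1 cells co-transfected with Gal4 DBD–human SF-1 LBD, 5xGal4 luciferase reporter. Quantity: 4,000 cells per well. Compound: 10 µM only. Incubation: compound added 1 h post-seeding, 20 h exposure at 37 °C, 5% CO2. Detection: SteadyLite luciferase luminescence. Replication: one test per compound.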
tolC growth inh: growth inhibitors of E. coli BW25113 tolC mutant | OD615 | growth inhibition, % at 10 µM (by protocol) | 2.2% of 65,000 active;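 active means growth inhibition at or above a cutoff equal to the mean over every tested compound plus 3 SD, cut at about 60% in these data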;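 further: growth measured after 20 h incubation at 37 °C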
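Test system – E. coli BW25113 ΔtolC::kan, tolC deletion mutant strain · Detection – OD at 615 nm · Buffer or medium – LB with kanamycin 50 µg/mL · Times – 20 h compound exposure of bacteria at 37 °C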
M1 agonist: activates the M1 muscarinic receptor; CHO-M1 cells, Fluo-4 calcium fluorescence, agonist mode; stronger effect = higher value; B-score at 10 µM; 3% of 64,000 active; AID 626;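 active means fluorescence rise, raw or as B-score row- and column-corrected plate score, outside the 99.7% band of its plate's samples, either direction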
TNAP act DEA: human TNAP activation, intermediate phosphate acceptor; activation factor at 20 µM; purified TNAP, CDP-star luminescence, 100 mM DEA, 30 min; stronger effect = higher value; scale: 0 levamisole-inhibited, 1 vehicle-only enzyme; 64,000 tested, under 10 active; P05186;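 active means activation factor of at least 2 at 20 µM, relative to controls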
Target sequence (P05186 whole entry, looked up): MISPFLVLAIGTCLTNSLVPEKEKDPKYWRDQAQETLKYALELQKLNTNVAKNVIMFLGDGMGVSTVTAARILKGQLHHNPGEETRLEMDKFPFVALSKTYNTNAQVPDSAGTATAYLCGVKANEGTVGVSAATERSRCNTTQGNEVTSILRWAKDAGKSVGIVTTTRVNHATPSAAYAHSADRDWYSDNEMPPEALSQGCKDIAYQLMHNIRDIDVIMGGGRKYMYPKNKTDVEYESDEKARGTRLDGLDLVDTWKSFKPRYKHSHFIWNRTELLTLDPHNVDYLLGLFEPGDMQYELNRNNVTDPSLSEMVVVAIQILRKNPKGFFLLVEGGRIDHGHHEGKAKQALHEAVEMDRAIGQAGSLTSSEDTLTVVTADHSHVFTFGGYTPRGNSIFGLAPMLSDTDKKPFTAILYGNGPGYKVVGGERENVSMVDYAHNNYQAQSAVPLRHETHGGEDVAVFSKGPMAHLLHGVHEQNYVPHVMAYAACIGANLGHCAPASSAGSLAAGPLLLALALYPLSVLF
NADH coupling: inhibitors of enzymes used to reach an NAD/NADH endpoint | coupled PK/LDH NADH assays, four targets | IC50, µM (titrated, usually from 10 µM), inactives show at the top dose inhibition | 0.02% of 65,000 active | AID 774;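 active means single-dose screening hits from any of four coupled enzyme assays that gave an IC50 when retested across doses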;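 further: the DPM-DC format reads NADH fluorescence rather than 340 nm absorbance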
D1 allo mod: allosterically modulates the human D1 dopamine receptor | P21728 | HEK293 D1, CRE-luciferase, dopamine EC30 potentiation; actives deviate in either direction | B-score at 10 µM | 5.9% of 58,000 active | AID 641;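 active means luminescence count or its row- and column-corrected plate score outside the 99.7% band of the plate's sample wells, on either side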
Target sequence (P21728 whole entry, looked up): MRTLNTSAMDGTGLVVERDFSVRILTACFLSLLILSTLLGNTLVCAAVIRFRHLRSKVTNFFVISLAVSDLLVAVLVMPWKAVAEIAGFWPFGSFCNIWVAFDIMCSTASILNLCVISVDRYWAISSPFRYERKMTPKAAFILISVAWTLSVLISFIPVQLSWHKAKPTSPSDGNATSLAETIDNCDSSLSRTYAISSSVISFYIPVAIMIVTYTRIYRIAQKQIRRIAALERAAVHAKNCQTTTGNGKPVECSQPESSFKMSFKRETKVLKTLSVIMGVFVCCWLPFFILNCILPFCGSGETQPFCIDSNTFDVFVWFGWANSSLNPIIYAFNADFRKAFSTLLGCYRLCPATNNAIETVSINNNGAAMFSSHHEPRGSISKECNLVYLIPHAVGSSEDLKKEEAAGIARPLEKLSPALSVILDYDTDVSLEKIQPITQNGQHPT
Jurkat tox 60K: cytotoxic compounds reducing Jurkat cell viability | Jurkat E6.1 viability, ATP luminescence, 48 h | inhibition, % at 4 µM | 1.2% of 56,000 active;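 active means inhibition above the mean inhibition of all tested compounds plus 3 SD, cut at about 28% in these data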
M1 antagonist: blocks the rat M1 muscarinic receptor response to acetylcholine | P08482 | CHO-M1 cells, Fluo-4 calcium, ACh EC80 antagonist mode; stronger effect = lower value | B-score at 10 µM | 3.4% of 64,000 active;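 active means calcium fluorescence response, raw or row-and-column corrected B-score, differing from the plate sample mean either way at a set confidence level, mostly lower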
* = called active by the depositor; · = no result given; [ ] = another dose, or the depositor's remark.

Value order – tolC growth inh, M1 agonist, M1 antagonist, D1 allo mod, Jurkat tox 60K, NADH coupling, TNAP act DEA, HEK293 NFkB inh, SF-1 act
- N#CC(C(=O)NCCc1ccccc1)c1nc2ccccc2nc1N1CCCCC1 (configuration not stated)
    ·, 17*, -0.23, -0.75, -1, 6%, 0.9, 7, -10
- COC(=O)C1=C(C)N(c2ccc(OC)c(OC)c2)C(=O)C1
    -36, -0.021, -1.2, 0.94, -15, 5%, 0.8, 5, -4
- CN1C(=O)c2oc3ccccc3c(=O)c2C1c1ccccn1 (configuration not stated)
    -16, 0.29, 0.0055, ·, 0, 2%, 0.9, 11, -17
- COc1ccc(OC)c(C(c2nnnn2Cc2ccccc2)N2CCN(C)CC2)c1 (configuration not stated)
    -15, -0.13, 0.098, 0.028, -7, 0%, 0.9, 7, -12
- COC(=O)C1CCN(C(=O)COC(=O)Cc2c[nH]c3ccccc23)CC1
    0, 0.17, 0.083, -0.076, -2, 4%, 1, 7, 0
- OCCNc1nc(Nc2ccccc2)nc(Nc2ccccc2)n1
    16, 0.077, -0.45, 0.86, 5, 5%, 1, -3, -24
- Cc1ccc(C(C(=O)NC(C)(C)C)N(C(=O)c2csnn2)c2ccccc2F)o1 (configuration not stated)
    -3, 0.095, 0.6, -0.14, -3, 8%, 0.9, 15, -1
- CCCCOC(=O)C1C2C=C[C@]3(CN(C(C)c4ccc(OC)cc4)C(=O)[C@H]13)O2 (some centres not stated)
    -20, 0.18, 0.012, -0.032, 3, 8%, 1, 6, -7
- O=C(NCc1cccs1)C(Cc1ccccc1)NS(=O)(=O)c1cccs1 (configuration not stated)
    6, -1.7, -0.4, 0.73, ·, 3%, 0.9, 12, -6
- O=c1cc(-c2ccccc2)[nH]n1-c1nc2ccccc2[nH]1
    ·, -0.97, -0.46, -0.16, -6, 10%, 1.2, 6, -25
- O=C(O)c1ccc(CS(=O)c2cccc(C(F)(F)F)c2)o1 (configuration not stated)
    -10, 0.51, 0.49, -1.1, -8, 6%, 0.9, 2, 18
- CCn1c(SCC(=O)Nc2ccc(C(C)=O)cc2)nc2ccccc21
    -3, 0.54, -0.00058, -0.38, 0, 4%, 0.9, 10, 65*
- CCOC(=O)C1(Cc2ccccc2)NC(c2ccccc2F)C2C(=O)N(CC)C(=O)C21 (configuration not stated)
    -6, 0.6, -0.17, -2.1, 4, 1%, 1.1, 22, -10
- c1ccc2[nH]c(CN3CCCCCC3)nc2c1
    -17, -0.73, 0.31, -0.57, -4, 6%, 0.9, 9, 5
- COc1ccc(C(=S)N(C)C)cc1OC
    -13, -0.92, -0.017, ·, 6, 5%, 1, 12, -17
- CC(CC(=O)NC1CCSC1=O)c1ccccc1 (configuration not stated)
    -11, 0.0058, -0.25, -0.83, 5, 2%, 0.8, 20, 4
- O=C(Cn1ccc2ccccc2c1=O)NCCC(=O)N1CCN(C(=O)c2ccco2)CC1
    -17, -0.69, 0.45, -0.0031, -6, 6%, 0.9, 16, 1
- COC(=O)c1[nH]c2cc(OC)ccc2c1NC(=O)CCN1CCCCC1
    -40, 0.25, -1.4, -0.51, -1, 4%, 0.9, 0, 0
- COc1ccc(CNC(=O)C(C#N)c2nc3ccccc3nc2N2CCN(C)CC2)cc1 (configuration not stated)
    12, 0.43, -0.82, -2.7, 0, 3%, 1, 27, -1
- O=C(CN1C(=O)CCSc2ccccc21)Nc1cccc(F)c1
    -4, -0.11, 1, 0.097, -1, 4%, 0.9, 8, 0
- NS(=O)(=O)c1ccc(CCNc2nc(CN3CCOCC3)nc3sc4c(c23)CCC4)cc1
    6, 0.0037, 0.15, ·, ·, 4%, 1, 12, 6
- C#CCN1C(=O)C(O)(CC(=O)c2cc(OC)ccc2OC)c2ccccc21 (configuration not stated)
    0, -0.28, -0.23, 0.73, -2, 4%, 0.9, 11, 15
- O=C(NCC1CCCO1)c1cc2c(s1)CS(=O)(=O)C2 (configuration not stated)
    -8, -0.22, 1.1, -0.65, -9, 3%, 1, 8, 0
- O=C(Nc1cccc2cccnc12)c1cccnc1
    0, 0.48, 0.23, 0.55, -4, 7%, 1, 8, 7
- CCOc1cc(C2NC(=O)NC(O)(C(F)(F)F)C2C(=O)c2ccc(Cl)cc2)ccc1O (configuration not stated)
    4, 0.014, 1.1, 0.084, 3, 9%, 0.9, 5, -3
- Cn1c(SCC(=O)N2CCN(Cc3ccccc3)CC2)nnc1-c1ccncc1
    -34, -0.12, -0.47, -0.27, -8, 11%, 1, 14, 9
- O=C(NCC1CCCO1)c1ccccc1-c1nc(-c2ccc(Cl)cc2)no1 (configuration not stated)
    16, 1.4, -0.61, -0.26, -2, 2%, 0.9, 6, -10
- c1ccc2[nH]c(SCc3ccc(-c4nnco4)cc3)nc2c1
    6, -1.1, -0.078, -0.011, 5, 5%, 0.9, -7, 19
- O=C(Nc1ccc(CN2CCOCC2)cc1)c1cc2ccccc2oc1=O
    -12, -0.88, -0.91, -5.6*, ·, 4%, 0.9, -23, 32
- CC(C)(C)NC(=O)CSc1nncn1-c1ccccc1
    -12, 0.011, 0.17, 0.92, 3, 2%, 0.9, 3, -5

The listing continues:
Value order – tolC growth inh, M1 agonist, M1 antagonist, D1 allo mod, Jurkat tox 60K, NADH coupling, TNAP act DEA, HEK293 NFkB inh, SF-1 act
- O=C(NCCc1ccccc1)C1CCCN(S(=O)(=O)c2cccnc2)C1 (configuration not stated)
    -22, -0.79, 1.2, -1.1, 2, 7%, 1, 9, 5
- Cc1c(/C(O)=C2/C(=O)C(=O)N(CCN3CCOCC3)C2c2cccnc2)cnn1-c1ccccc1 (configuration not stated)
    6, 0.4, -1.6, 0.46, ·, 2%, 0.9, ·, -10
- Brc1ccccc1CN1CCC(N2CCCCC2)CC1
    -11, 0.56, -1.4, 0.079, 2, 3%, 1, 22, -8
- O=C(OCC(=O)N1CCCC1)c1cccs1
    -20, 0.38, 0.47, 0.65, -8, 5%, 0.8, -2, 28
- CC/C(=C\C(=O)c1ccncc1)Nc1ccc(O)cc1
    20, -2.4, 0.53, 0.22, 5, 11%, 0.8, 13, -13
- COc1cc(Nc2cc(C)nc3ncnn23)cc(OC)c1OC
    -11, 4.4*, -0.68, 0.6, -6, 1%, 0.9, 9, -8
- O=C(NC1CCCCC1)NC1CCN(CC(=O)N2CCOCC2)CC1
    -7, -0.39, -0.0054, 0.51, 4, 6%, 0.9, 2, -14
- CCOC(=O)C1CCCN(CC(=O)Nc2c(C(=O)OC)[nH]c3ccccc23)C1 (configuration not stated)
    12, -0.11, -5.8*, 1.3, 2, 12%, 0.9, -2, 13
- CCCS(=O)(=O)N1CCN(Cc2ccncc2)CC1
    -3, -0.21, 0.34, 0.015, -9, 5%, 0.9, 5, 2
- COc1cc(NC(=O)c2ccco2)c(OC)cc1NC(=O)CCC(=O)Nc1cccc(C)c1C
    15, -0.043, -0.34, -0.56, 1, 7%, 0.9, 16, -16
- CCCc1cc(N2CCCC(C(=O)NCC)C2)n2ncnc2n1 (configuration not stated)
    -8, 0.24, -0.57, -0.01, -5, 1%, 0.9, 3, -20
- CC(C)c1[nH]c(=O)c(C#N)c2c1CSC(C)(C)C2
    8, -0.35, 0.048, ·, ·, 7%, 1, ·, -11
- COc1ccc(Br)cc1/C=N/n1c(C)nnc1C
    2, -0.69, 0.3, -0.48, ·, 6%, 0.8, ·, ·
- N#Cc1nc(COc2ccccc2)oc1N1CCCC1
    11, 0.23, 0.063, 2.8, ·, 3%, 0.9, ·, 4
- COc1cccc(N(CC(=O)NC(C)c2ccccc2)S(C)(=O)=O)c1 (configuration not stated)
    -5, -0.9, -0.28, -0.018, ·, 3%, 0.9, ·, ·
- CCCOC(=O)C1=C(C)NC2=C(C(=O)C(C(=O)OC)C(C)C2)C1c1ccc(N(C)C)cc1 (configuration not stated)
    16, -1.4, -0.28, 0.95, 4, 6%, 0.9, 4, 5
- CCOc1cc(C2NC(=O)NC(C)=C2C(=O)OC(C)CC)cc(Br)c1O (configuration not stated)
    16, 1.9, 0.0092, 1.6, ·, 7%, 0.8, 20, 21
- CC(=O)NC1C(=O)SC1(C)C (configuration not stated)
    -16, 0.7, 0.13, -0.16, 2, 4%, 1, 8, 6
- Cc1ccc(C2C(C#N)=C(N)Oc3c2sc2ccccc32)o1 (configuration not stated)
    33, 109*, -0.052, 4.7, -5, 12%, 0.9, 2, 40
- O=C(CN(C(=O)C1COc2ccccc2O1)c1ccccc1)NCC1CCCO1 (configuration not stated)
    -20, -2, -1.3, -0.031, 6, 8%, 0.9, 17, -17
- COc1ccccc1NC(=O)COC(=O)c1ccc(S(=O)(=O)NCc2ccco2)cc1
    -6, -0.89, -0.7, ·, -2, 8%, 1, 8, -16
- O=C(CN1CCNCC1)Nc1ccccc1Cl
    2, 0.011, -0.82, 0.22, 3, 1%, 0.9, 8, 4
- Cc1ccc(-c2nnc(-c3ccccc3)o2)cc1Br
    -13, -0.35, 0.62, ·, ·, 2%, 0.8, ·, 43
- O=C(CCn1nnc2ccccc21)Nc1nnc(Cc2ccc(F)cc2)s1
    -5, -0.053, 0.78, 0.21, 2, 5%, 1, 20, -7
- O=C(O)CN(c1ccccc1)C1SC(=O)NC1=O (configuration not stated)
    6, 1.1, -0.0095, 0.13, ·, 2%, 0.9, ·, -14
- CC(Oc1ccc(Cl)cc1Cl)C(=O)Nc1ccc(N2CCN(C)CC2)cc1 (configuration not stated)
    -1, 1.3, -2.1, -4.8*, 6, 7%, 0.9, 1, -22
- CC1=C(C#N)C(c2cn(-c3ccccc3)nc2-c2cccs2)C(C#N)=C(C)N1
    24, -0.54, 0.63, ·, 8, 1%, 0.9, 19, 7
- CCn1cnc2sc(C(=O)Nc3ccc4c(c3)OCO4)c(C)c2c1=O
    -9, 0.11, -0.94, -1.5, -3, 4%, 0.8, -19, 22
- COc1ccccc1OCc1nc2c3c(-c4ccccc4)c(-c4ccccc4)oc3ncn2n1
    -10, 0.055, 0.55, -0.15, -3, 2%[fluoresces], 0.9, 10, -4
- CCCn1c(N2CCN(Cc3cccc(C)c3)CC2)nc2c1c(=O)[nH]c(=O)n2C
    -2, 2.1, -0.88, 0.23, 18, 12%, 0.9, 21, -7
- COCCOCC(O)CN1CCN(c2ccccc2)CC1 (configuration not stated)
    -8, ·, ·, -0.095, 8, 5%, 0.9, 8, -3
- CC(C#N)On1c(SC(C)C#N)nc2ccccc2c1=O (configuration not stated)
    13, 0.3, 0.37, 4.2*, -13, 6%, 0.9, 17, -1
- O=C(N(c1ccccc1)c1ccccc1)n1ccnc1
    -1, 0.086, 0.064, 0.051, ·, 5%, 1, ·, -10

Nothing new here: 5 of the compounds above.
Value order – tolC growth inh, M1 agonist, M1 antagonist, D1 allo mod, Jurkat tox 60K, NADH coupling, TNAP act DEA, HEK293 NFkB inh, SF-1 act
- O=C(NCCc1ccccc1)C1CCCN(S(=O)(=O)c2cccnc2)C1 (configuration not stated)
    -22, -0.79, 1.2, -1.1, 2, 7%, 1, 9, 5
- Cc1c(/C(O)=C2/C(=O)C(=O)N(CCN3CCOCC3)C2c2cccnc2)cnn1-c1ccccc1 (configuration not stated)
    6, 0.4, -1.6, 0.46, ·, 2%, 0.9, ·, -10
- Brc1ccccc1CN1CCC(N2CCCCC2)CC1
    -11, 0.56, -1.4, 0.079, 2, 3%, 1, 22, -8
- O=C(OCC(=O)N1CCCC1)c1cccs1
    -20, 0.38, 0.47, 0.65, -8, 5%, 0.8, -2, 28
- CC/C(=C\C(=O)c1ccncc1)Nc1ccc(O)cc1
    20, -2.4, 0.53, 0.22, 5, 11%, 0.8, 13, -13
